# Compound activity (PubChem BioAssay)
# Pin1 inh – human Pin1 inhibition; Q13526; Pin1 FP peptide displacement, HiFluor488, 10 min; Potency, µM (titrated, usually from 115 µM), for the others: at the highest dose activity, negative = inhibition, hits mostly inhibitors; 0.009% of 390,000 active; AID 504891; active means well fitted inhibition curve with a large enough effect in the polarisation, with a control signal flat, not every such curve was filed as active; inconclusive means small, poorly fitted or top-dose-only effect, or effect the other way, or a change in a side signal; inactive means no such curve, though single readings can be large or run the other way; the % refers to the polarisation; further: potency means the concentration at half of the fitted maximal effect; on the % scale 0 is the no-effect control and ±100 the full control effect
# Target sequence (Q13526 whole entry, looked up): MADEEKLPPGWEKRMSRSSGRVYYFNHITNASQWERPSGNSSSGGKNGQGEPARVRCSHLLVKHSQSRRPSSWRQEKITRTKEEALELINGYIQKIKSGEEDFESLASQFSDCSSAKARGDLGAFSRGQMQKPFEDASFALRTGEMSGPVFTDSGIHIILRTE
# PI4K2A inh – PI4K2A (human) kinase inhibition | Q9BTU6 | purified PI4K2A, ADP-Glo luminescence, 1 h; active compounds read low | activity change, negative = inhibition, % at 76.9 µM | 0.13% of 420,000 active | AID 1346378; in the data active means activity change below about -50%; inconclusive means mostly about -30% to -49%;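 further: -100% = wells without enzyme as full effect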
#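 PI4K2A activity was measured by ADP-Glo luminescence: enzyme (4 ug/mL stock) and phosphatidylinositol (1.2 mM stock) in Tris pH 7.5/MgCl2/EGTA/Triton X-100 buffer were reacted with ATP (300 microM stock) for one hour at ambient temperature.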
# JMJD2A Tudor – inhibitors of human JMJD2A Tudor domain; 4.4% of 390,000 active; Potency, µM (titrated, usually from 114 µM), inactives show at the highest dose activity change, negative = inhibition, most hits filed as inhibitors; AlphaScreen JMJD2A-Tudor / H3K4me3 peptide binding; further: potency means the concentration at half of the fitted maximal effect; on the % scale 0 is the no-effect control and ±100 the full control effect; nearly all actives have a fitted effect of over 50% in size
# POLH inh – blocks human DNA polymerase eta activity; Q9Y253; recombinant Pol eta, fluorescent DNA replication assay; Potency, µM (doses to about 114 µM), inactives show top-dose activity change, negative = inhibition, hits mostly inhibitors; 1.2% of 390,000 active; AID 588591; further: potency means the concentration at half of the fitted maximal effect; on the % scale 0 is the no-effect control and ±100 the full control effect
#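 Pol eta at 10 nM preincubated with compounds 15 min at room temperature; reaction started with fluorescent substrate (50 nM final) and read kinetically at 0 and 10 min.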
# PGK inhibitor – T. brucei PGK inhibition. 0.043% of 380,000 active. Potency, µM (series often up to 57.5 µM), without a hit: top-dose activity change, negative = inhibition, most hits filed as inhibitors. P07378. PGK/GAPDH coupled, Kinase-Glo luminescence, 60 min. AID 602233; further: potency means the concentration at half of the fitted maximal effect; on the % scale 0 is the no-effect control and ±100 the full control effect; nearly all actives have a fitted effect of over 60% in size
#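 Recombinant glycosomal PGK reaction used 1,3-bisphosphoglycerate generated in-well by GAPDH (100nM final) in 100mM TEA pH 7.6, 5mM MgCl2, 0.01% Tween-20. After 60 minutes at room temperature, ATP was read by Kinase-Glo Plus luminescence end-point.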
# BAZ2B inh – blocks human BAZ2B. AlphaScreen BAZ2B-H3K14Ac peptide displacement. Potency, µM (highest dose often 114 µM), for the others: at the highest dose activity change, negative = inhibition, actives largely listed as inhibitors. 4.4% of 360,000 active. AID 504333; further: potency means the concentration at half of the fitted maximal effect; on the % scale 0 is the no-effect control and ±100 the full control effect; nearly all actives have a fitted effect of over 60% in size
#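 Protein-peptide AlphaScreen: BAZ2B 50 nM, b-H3K14Ac 50 nM, 1x PBS pH 7.4 + 0.01% Tween-20. Preincubation 30 min RT; cpd 30 min RT (top 110 uM); beads 20 min RT, light-protected.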
# HP1b chromo inh – HP1-beta chromodomain-methylated histone interaction inhibition. AID 540317. Potency, µM (doses to about 114 µM), for inactives: at the highest dose activity change, negative = inhibition, actives largely listed as inhibitors. 0.56% of 390,000 active. AlphaScreen HP1-beta / biotin-H3K9me3 peptide binding. P83916; further: potency means the concentration at half of the fitted maximal effect; nearly all actives have a fitted effect of over 70% in size; inactives centre near 23
# Target sequence (P83916 whole entry, looked up): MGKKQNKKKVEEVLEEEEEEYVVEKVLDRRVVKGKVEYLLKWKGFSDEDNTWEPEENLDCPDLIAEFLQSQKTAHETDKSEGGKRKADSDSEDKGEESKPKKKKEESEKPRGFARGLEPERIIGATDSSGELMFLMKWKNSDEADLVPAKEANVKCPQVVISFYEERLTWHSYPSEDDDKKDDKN
#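 Compound inhibition of the preformed complex between 50 nM HP1-beta and 50 nM biotinylated H3K9me3 peptide was read by AlphaScreen. Buffer was PBS pH 7.4 with 0.01% Tween-20. Incubations ran 30 min at room temperature, with 10 ug/mL donor/acceptor beads.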
# G9a block – inhibitors of human histone lysine methyltransferase G9a | Q96KQ7 | G9a H3K9 monomethylation, AlphaScreen, 2 h | Potency, µM (highest dose often 102 µM), without a hit: at the highest dose activity, negative = inhibition, actives largely listed as inhibitors | 8.8% of 350,000 active; further: potency means the concentration at half of the fitted maximal effect; on the % scale 0 is the no-effect control and ±100 the full control effect; nearly all actives have a fitted effect of over 75% in size
#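 Quantitative HTS format: methyltransferase activity on a biotin-tagged H3K9 peptide is measured by AlphaScreen, using a rabbit anti-monomethyl-H3K9 antibody with streptavidin donor and anti-IgG acceptor beads. Final levels are 20 nM enzyme, 500 nM peptide, 20 uM SAM; 2 h RT.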
# GLS inh – blocks human kidney-isoform glutaminase activity | O94925 | GLS enzymatic activity, qHTS titration | Potency, µM (highest dose often 45.5 µM), for inactives: at the top dose activity change, negative = inhibition, actives largely listed as inhibitors | 0.21% of 410,000 active | AID 624170; further: potency means the concentration at half of the fitted maximal effect; on the % scale 0 is the no-effect control and ±100 the full control effect
# Target sequence (O94925 whole entry, looked up, canonical isoform): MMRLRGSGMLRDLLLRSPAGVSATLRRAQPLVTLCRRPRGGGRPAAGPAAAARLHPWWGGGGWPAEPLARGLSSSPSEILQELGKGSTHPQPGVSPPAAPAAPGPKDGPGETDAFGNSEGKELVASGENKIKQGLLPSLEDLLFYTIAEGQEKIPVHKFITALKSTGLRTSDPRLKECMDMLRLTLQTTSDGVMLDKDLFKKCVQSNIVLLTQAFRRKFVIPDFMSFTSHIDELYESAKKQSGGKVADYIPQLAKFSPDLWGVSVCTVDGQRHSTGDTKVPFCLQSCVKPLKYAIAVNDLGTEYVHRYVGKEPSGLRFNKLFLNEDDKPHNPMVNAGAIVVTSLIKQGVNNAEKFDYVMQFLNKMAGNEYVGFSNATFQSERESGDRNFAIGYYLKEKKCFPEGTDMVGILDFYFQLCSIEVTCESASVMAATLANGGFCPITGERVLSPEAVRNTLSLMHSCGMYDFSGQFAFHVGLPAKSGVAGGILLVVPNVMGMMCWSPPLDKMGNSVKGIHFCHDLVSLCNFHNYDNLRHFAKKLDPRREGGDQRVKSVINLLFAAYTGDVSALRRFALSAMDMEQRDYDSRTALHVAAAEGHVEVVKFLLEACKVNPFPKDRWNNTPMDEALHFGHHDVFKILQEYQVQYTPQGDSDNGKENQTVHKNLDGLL
#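 Compounds were pin-transferred onto hKGA, after which L-glutamine (1 mM solution) and a detection mix of glutamate oxidase, HRP and Amplex Red were added. Initial and 30 min RT fluorescence reads were collected.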
# * hit, by the source's call; i = inactive; ? = inconclusive; / = not tested or not shown; & = joins results of further samples; ! = repeats disagree; [ ] = dose if it differs, or a comment. Unless noted, the call rests on the fitted dose curve; in most records, active means well fitted curve in the direction sought with a large enough effect; inconclusive means small, poorly fitted or top-dose-only effect, or another doubt; inactive means no such curve, though single readings can be large; an effect the other way counts as inactive or inconclusive. This is a subset (hit frequency here may not be typical).
SMILES,Pin1 inh,PI4K2A inh,JMJD2A Tudor,POLH inh,PGK inhibitor,BAZ2B inh,HP1b chromo inh,G9a block,GLS inh
O=C(NC1CCCC1)C1CCCN1S(=O)(=O)c1cccc2cccnc12 (stereo not given),-11%,-8,-8%,-6%,0%,5%,51%[activator],16%,-1%
COc1ccc(CC(=O)NN2C(=O)c3ccccc3C2=O)cc1,-2%,3,-10%,-11%,3%,7%,28%,-3%,9%
O=C(CSc1ccc2nnc(-c3cccnc3)n2n1)NCc1ccco1,?,-5,-6%,-2%,-4%,-32%,40%[activator],79µM*,-11%
CC(C)CCNC(=O)[C@H](CSCc1ccccc1)N1Cc2ccccc2C1=O,-1%,2,-12%,-23%,-8%,-18%,51%[activator],0%,1%
COc1ccc(CC(=O)NNc2ncnc3c2cnn3C)cc1OC,-4%,0,-6%[57.1 µM],-16%,1%,1%,47%[activator],?,-3%
CCC(=Nc1ccccc1O)C1=C(O)CC(c2ccccc2)CC1=O (stereo not given),-1%,-13,-19%,-6%,-8%,-30%,6%,-36%,31%[activator]
COc1ccc(OC)c(NC(=O)Cn2c(C)nc3ccccc3c2=O)c1,-6%,-1,-17%,-15%,-3%,6%,27%,39%,-5%
Cc1ccccc1CNC(=O)C(=O)NCCC1CCCCN1S(=O)(=O)c1cccs1 (stereo not given),62%[activator],-3,-14%,-11%,-10%,6%,6%,-9%[0.501 µM],-4%
CC(Oc1ccc(-c2ccccc2)cc1)C(=O)N1CCOCC1 (stereo not given),2%,-5,-15%,-11%,2%,6%,39%[activator],20%[59 µM],5%
C#CCOC(=O)c1ccccc1C(=O)O,-11%,5,-15%,6%,-3%,-2%,17%,-18%[59 µM],5%
CCn1cc(CNC(=O)c2c(-c3c(Cl)cccc3Cl)noc2C)c(C)n1,2%,0,-6%,10%,1%,6%,32%,?,10%
CC1C(c2ccccc2)OCCN1C=NC#N (stereo not given),/,3,/,-15%,-4%,/,/,/,-4%
Cc1ccc2c(c1)-c1ncc(C(=O)c3ccccc3O)cc1CO2,3%,1,?,-14%,i,?,-1%,?,3%
C[C@H]1CN=C(Nc2ccccc2)N1CC1CCC1,-7%,-2,-9%,-14%,-8%,-1%,59%[activator],14%,5%
CCCCn1c(N)c(N(CC(C)C)C(=O)CCNC(=O)c2ccc([N+](=O)[O-])cc2)c(=O)[nH]c1=O,3%,-3,-8%,-9%,2%,15%,9%,?,5%
ClCCn1cnc2c(SCc3ccccc3Cl)ncnc21,7%,0,6%,-9%,-8%,/,18%[57 µM],/,1%
Cc1ccc(C(=O)O)cc1NC(=O)CSc1ncnc2sc3c(c12)CCC3,-2%,-9,-12%,-4%,-4%,-3%,-2%,-29%,-1%
COc1cc(/C=N/NC(=O)c2ccncc2)ccc1OC(=O)c1cccc(Br)c1,0%,-1,?,-12%,-1%,?,-15%,-1%,13%
COC(=O)c1sc2cccc(F)c2c1S(=O)(=O)NC(C)c1ccccc1 (stereo not given),-2%,5,-17%,-24%,-7%,-24%,41%[activator],-39%[59 µM],1%
O=C(CSc1ccc(S(=O)(=O)N2CCCC2)cn1)Nc1ccc([N+](=O)[O-])cc1C(F)(F)F,10%,3,-26%,-17%,13%,/,7%,/,4%
Cc1c(C(=O)NCCSCc2c(F)cccc2Cl)cnn1-c1ccc(Cl)cc1,6%,-6,-7%,-6%,10%,-1%,20%,31%,13%
O=C(COC(=O)CNC(=O)c1ccccc1)Nc1ccc2c(c1)OCO2,4%,-1,-4%,1%,7%,16%,32%,?,-1%
CN(C(=O)COC(=O)c1cc([N+](=O)[O-])ccc1N1CCCC1)C1CCS(=O)(=O)C1 (stereo not given),17%,-8,-18%,-13%,-4%,-16%,7%,2%,-1%
CC(C)(C)NC(=O)CSc1nc(-c2ccccc2)c(-c2ccccc2)[nH]1,-5%,0,-19%,-16%,-2%,4%,32%,16%[12.7 µM],-6%
COc1ccccc1CNC(=O)c1ccc(N(C)S(=O)(=O)c2ccc(C)cc2)cc1,5%,1,-10%,-24%,i,0%,34%,2%[12.7 µM],-12%
# (more compounds)
SMILES,Pin1 inh,PI4K2A inh,JMJD2A Tudor,POLH inh,PGK inhibitor,BAZ2B inh,HP1b chromo inh,G9a block,GLS inh
Nc1cc(C(=O)OCC(=O)N2CCCC2=O)ccc1Cl,-9%,-3,-16%,3%,-9%,13%,7%,7%,-1%
O=C(N/N=C/c1cccs1)c1cc(-c2ccc3ccccc3c2)n[nH]1,14%,0,-21%,?,-8%,3%,16%,-23%,2%
O=C(COc1ccc(S(=O)(=O)N2CCCC2)cc1[N+](=O)[O-])N1CCCC1,1%,4,-9%,-4%,-5%,10%,6%,23%[2.33 µM],0%
O=C(C1CC1)N1CCc2cc(S(=O)(=O)N3CCOCC3)ccc21,0%,-5,-2%,1%,0%,-29%,19%,30%[0.501 µM],14%
CC1(C)CC(=O)c2cc(NC(=O)c3ccc(F)cc3)c(=O)oc2C1,6%,1,?,-3%,i,-6%,-12%,10%[59 µM],-6%
CCCSc1nc(O)c(C(c2ccc(OC)c(O)c2)c2c(O)nc(SCCC)n(C)c2=O)c(=O)n1C,-2%,-16,-10%,-12%,-2%,-8%,14%,10µM*,12%
O=C1c2ccccc2C(=O)N1CCCCSc1nc2ccccc2o1,2%,-7,145%[activator],-29%,1%,79%[activator],169%[activator],101%[activator][59 µM],-4%
CC1CN(c2oc(COc3ccc(Cl)cc3Cl)nc2C#N)CC(C)O1 (stereo not given),6%,9,?,-14%,-6%,35µM*,-49%,?,-5%
COc1ccc(/C=C/C(=O)NCCCN2CCOCC2)cc1,-2%,-2,4%,-5%,0%,-8%,24%,-6%,-3%
Cc1sc2ncn(CC(=O)N3CCN(c4cccc(Cl)c4)CC3)c(=O)c2c1S(=O)(=O)N1CCC(C)CC1,17%,3,-20%,-17%,i,-10%,25%,-5%[59 µM],0%
Cc1ccc(N2CC(C(=O)NCCS(=O)(=O)N3CCN(c4ccccc4F)CC3)CC2=O)cc1 (stereo not given),-1%&-1%,-3&-1,16µM*!,-14%&-9%,9%&-8%,-15%&5%,1%,-8%&3%[59 µM],?
CC(=O)c1c(C)[nH]c(C(=O)OCC(=O)Nc2ccc(Cl)c(S(=O)(=O)N(C)C)c2)c1C,3%,6,-25%,-9%,i,71µM*,23%,/,-7%
OC1CCCN(Cc2c3ccccc3cc3ccccc23)C1 (stereo not given),7%,-2,-12%,-9%,/,-3%,26%,-3%,16%
COc1ccc(NC(=O)Nc2ccc(O)c3ccccc23)cc1,-3%,-19,?,40%[activator],i,/,?,/,36%[activator]
CC12CCC(=O)N1C(C(=O)OCC(=O)Nc1ccc(C(F)(F)F)cc1)CS2 (stereo not given),-9%,1,5%,-3%,-6%,0%,42%[activator],10%[59 µM],-5%
COC(=O)CC1C(=O)NCCN1C(=O)CSc1nnnn1-c1ccc(Cl)cc1 (stereo not given),-6%,-1,-2%,1%,-2%,-7%,29%,68%[activator][59 µM],0%
COc1ccc(OC)c(S(=O)(=O)Nc2cc(OC)c(Cl)cc2OC)c1,2%,6,?,-6%,-8%,-2%,15%,4%[59 µM],21%
CCOC(=O)NC(=O)c1cn(Nc2ncc(C(F)(F)F)cc2Cl)c(=O)[nH]c1=O,4%,14,3%,-12%,-2%,-2%,44%[activator],15%,-2%

# Reformatted field by field: entries from further up.
O=C(NC1CCCC1)C1CCCN1S(=O)(=O)c1cccc2cccnc12 (stereo not given)
  Pin1 inh = -11% | PI4K2A inh = -8 | JMJD2A Tudor = -8% | POLH inh = -6% | PGK inhibitor = 0% | BAZ2B inh = 5% | HP1b chromo inh = 51%[activator] | G9a block = 16% | GLS inh = -1%

COc1ccc(CC(=O)NN2C(=O)c3ccccc3C2=O)cc1
  Pin1 inh = -2% | PI4K2A inh = 3 | JMJD2A Tudor = -10% | POLH inh = -11% | PGK inhibitor = 3% | BAZ2B inh = 7% | HP1b chromo inh = 28% | G9a block = -3% | GLS inh = 9%

# Quoted from above, eight compounds:
SMILES,Pin1 inh,PI4K2A inh,JMJD2A Tudor,POLH inh,PGK inhibitor,BAZ2B inh,HP1b chromo inh,G9a block,GLS inh
Nc1cc(C(=O)OCC(=O)N2CCCC2=O)ccc1Cl,-9%,-3,-16%,3%,-9%,13%,7%,7%,-1%
O=C(N/N=C/c1cccs1)c1cc(-c2ccc3ccccc3c2)n[nH]1,14%,0,-21%,?,-8%,3%,16%,-23%,2%
O=C(COc1ccc(S(=O)(=O)N2CCCC2)cc1[N+](=O)[O-])N1CCCC1,1%,4,-9%,-4%,-5%,10%,6%,23%[2.33 µM],0%
O=C(C1CC1)N1CCc2cc(S(=O)(=O)N3CCOCC3)ccc21,0%,-5,-2%,1%,0%,-29%,19%,30%[0.501 µM],14%
CC1(C)CC(=O)c2cc(NC(=O)c3ccc(F)cc3)c(=O)oc2C1,6%,1,?,-3%,i,-6%,-12%,10%[59 µM],-6%
CCCSc1nc(O)c(C(c2ccc(OC)c(O)c2)c2c(O)nc(SCCC)n(C)c2=O)c(=O)n1C,-2%,-16,-10%,-12%,-2%,-8%,14%,10µM*,12%
O=C1c2ccccc2C(=O)N1CCCCSc1nc2ccccc2o1,2%,-7,145%[activator],-29%,1%,79%[activator],169%[activator],101%[activator][59 µM],-4%
CC1CN(c2oc(COc3ccc(Cl)cc3Cl)nc2C#N)CC(C)O1 (stereo not given),6%,9,?,-14%,-6%,35µM*,-49%,?,-5%
